Compound activity deposited in PubChem by several laboratories.
AID2073: inhibitors of Mint1-CaV2.2 protein interaction, biochemical, HTRF (AID 2073); Voltage-dependent N-type calcium channel subunit alpha-1B (Homo sapiens); HTRF protein-protein interaction, Mint1-CaV2.2; higher % means a stronger effect; inhibition, % at 20 µM, or IC50 in µM where a hit was titrated; actives 0.19% (n = 290,000); in the data active = inhibition mostly above about 51%, no sharp cut-off; also: some results filed as inactive read as strong as hits
HEK293 NOD2/NF-kB: NOD2 signaling inhibitors, cell-based, luminescence, uHTS, HEK293 (AID 1566); HEK293 NOD2/NF-kB luciferase reporter, luminescence; higher % means a stronger effect; inhibition, % at 4 µM, or EC50 in µM where a hit was titrated; actives 0.63% (n = 290,000); also: many of its hits are not listed in these tables
XIAP antagonists: XIAP antagonists, biochemical, IAP family, fluorescence polarization (AID 1018); E3 ubiquitin-protein ligase XIAP (Homo sapiens); XIAP BIR domain, fluorescence polarization peptide displacement; higher % means a stronger effect; one-dose displacement, % at 20 µM; IC50 in µM for titrated hits; actives 0.007% (n = 200,000); in the data active = displacement above about 50%; also: a part of the inactive calls stands beside numbers as strong as those of hits
Hep lipid drop: inhibitors of hepatocyte lipid droplet formation, primary screen, imaging, high-throughput imaging, BODIPY stain. AML12 mouse hepatocytes, oleate lipid droplets. inhibition, % at 6.5 µM. actives 0.4% (n = 240,000). AID 1656, 2009;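 active = lipid droplet intensity inhibited by at least 50%, with more than 500 cells counted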
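Test system: AML12 hepatocytes (mouse); reagent: oleate loading, 100 µM; dosing: one dose, 6.5 µM compound; incubation: overnight exposure; signal: fluorescence imaging, 20x objective, two fields per well; read-out basis: % inhibition of corrected integrated BODIPY droplet signal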
LYP inhibition: inhibitors of LYP phosphatase, biochemical, fluorescence intensity, uHTS (AID 1779). Tyrosine-protein phosphatase non-receptor type 22 (Homo sapiens). recombinant LYP phosphatase, fluorescence intensity; higher % means a stronger effect. inhibition, % at 11.5 µM, or IC50 in µM where a hit was titrated. actives 0.054% (n = 290,000);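 also: plate controls were vehicle with enzyme for no effect and no enzyme for full effect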
M1AAP inhibition: P. falciparum M1AAP inhibitors, biochemical, fluorogenic H-Leu-NHMec substrate, 1536-well (AID 1445) | recombinant M1AAP, H-Leu-NHMec fluorogenic kinetic assay; higher % means a stronger effect | actives 0.42% (n = 220,000) | inhibition, % at 30 µM, or IC50 in µM where a hit was titrated | Aminopeptidase N (Plasmodium falciparum (isolate 3D7));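 active = primary inhibition above the hit cutoff, then over 50% inhibition at one or more dose response concentrations, cut at about 23% in these data, passing the limit was not always enough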;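 also: plate controls were DMSO full reaction for no effect and no enzyme background for full effect; strong numbers were not always called active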
SIAH1 antagonists: Siah-1 peptide-binding antagonists, primary screen, biochemical, fluorescence polarization, rhodamine-plectin, uHTS (AID 1817) | Siah-1 / rhodamine-plectin peptide fluorescence polarization; higher % means a stronger effect | actives 0.02% (n = 290,000) | one-dose displacement, % at 20 µM; IC50 in µM for titrated hits;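 active = displacement of at least 50% at 20 µM, with a fluorescence ratio check between 0.3 and a set limit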;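 also: plate controls were Siah plus tracer with DMSO for no effect and tracer alone without Siah for full effect; strong numbers were not always called active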
CSM14.1 death rescue: rescue of cells from ER stress-induced death, primary screen, 384-well, CSM14.1, thapsigargin, ATP luminescence (AID 1222); cellular ATP content (survival), % at 20 µM; hits with a dose series show EC50 in µM; CSM14.1 thapsigargin-induced death rescue, ATP luminescence; higher % means a stronger effect; 190,000 tested, under 10 active;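 active = EC50 below 50 µM in the dose-response confirmation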;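 also: death triggered by thapsigargin at about 15 µM added after 2 h compound pretreatment; cell ATP read after overnight thapsigargin exposure of roughly 18 to 22 hours; normalized against plate controls of thapsigargin alone and 5% DMSO vehicle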
P. falciparum M17LAP: P. falciparum M17LAP inhibitors, primary screen, biochemical, fluorogenic H-Leu-NHMec substrate, 1536-well (AID 1619); Leucine aminopeptidase (Plasmodium falciparum (isolate 3D7)); recombinant M17LAP, H-Leu-NHMec fluorogenic kinetic assay; higher % means a stronger effect; one-dose inhibition, % at 30 µM; IC50 in µM for titrated hits; actives 0.38% (n = 220,000);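 active = compound inhibiting the enzyme by more than half at any dose during confirmatory dose-response retesting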;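 also: plate controls were full reaction with DMSO carrier for no effect and no enzyme background for full effect; strong numbers were not always called active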
Hep lipid drop cells 6.5 µM: also measured in Hep lipid drop; calls as there; cell count; measured here: cell count, cytotoxicity flag;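 cells counted across two imaged fields per well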
The depositor's hits bear a star; . = no result given. Rule as the data show it, unless noted: active = inhibition above about 50%; inactive = the rest. Only part of the results is shown, so the mix of outcomes need not match the whole.

SMILES,AID2073,HEK293 NOD2/NF-kB,XIAP antagonists,Hep lipid drop,Hep lipid drop cells 6.5 µM,LYP inhibition,M1AAP inhibition,SIAH1 antagonists,CSM14.1 death rescue,P. falciparum M17LAP
CCOCC(=O)Nc1ccc([N+](=O)[O-])cc1C,1.1%,-4.8%,0.8%,2.3,641,-4.2%,4.2%,-3.0%,-0.5%,2.1%
COc1ccc(S(=O)(=O)n2ccc(-c3ccc(OCCN(C)c4ccccn4)cc3)n2)cc1,9.7%,21.4%,-2.4%,.,.,4.1%,0.8%,1.0%,7.2%,-5.3%
CN(C)C1C(=O)c2ccccc2C1=O,0.6%,8.9%,-3.0%,24.1,623,7.4%,1.7%,-2.6%,-1.1%,-0.2%
COc1cccc(CNC2CCCc3ccccc32)c1OC (stereo unspecified),-10.4%,12.5%,-3.2%,-0.5,703,-2.7%,-0.1%,10.3%,-2.0%,5.1%
C=CCOC(=O)/C(=C/c1ccco1)NC(=O)/C=C/c1ccccc1,-5.4%,11.9%,-4.3%,-38.5,826,-5.6%,11.7%,-5.9%,-0.2%,14.3%
N#Cc1c(SCC(=O)Nc2cccc(C(F)(F)F)c2)sc2c(O)cc(=O)[nH]c12,22.1%,-2.9%,.,-3.8,811,6.1%,.,-4.6%,.,.
N#Cc1c(-c2ccccc2)[nH]c(=O)[nH]c1=O,-6.1%,12.1%,-4.7%,30.4,718,-5.3%,-5.2%,-1.2%,-0.3%,5.4%
O=Cc1ccc(Oc2cc(-c3ccccc3)nc(-c3ccccc3)n2)cc1,36.5%,-2.6%,-5.1%,-1.7,635,4.0%,8.9%,-2.2%,-3.8%,-2.0%
Cc1cccc(-n2ncc3c2CCCC3NC(=O)C2CCOCC2)c1C (stereo unspecified),9.2%,41.8%,.,-2.5,663,-4.6%,.,-2.6%,.,.
CC(c1ccccc1)n1c(Cn2ncc3ccccc3c2=O)n[nH]c1=S (stereo unspecified),-11.0%,5.1%,-2.5%,11.1,726,-3.9%,7.1%,-3.0%,-0.7%,2.9%

SMILES,AID2073,HEK293 NOD2/NF-kB,XIAP antagonists,Hep lipid drop,Hep lipid drop cells 6.5 µM,LYP inhibition,M1AAP inhibition,SIAH1 antagonists,CSM14.1 death rescue,P. falciparum M17LAP
CCN(C(=O)c1ccc(NC(C)=O)cc1)c1ccccc1,-2.5%,17.6%,-3.4%,9.3,801,-3.0%,-13.9%,0.9%,-4.5%,12.7%
O=c1ccn(-c2cccc(C(F)(F)F)c2)nc1-c1ccn(-c2cccc(Cl)c2)n1,0.8%,13.7%,-0.2%,.,.,5.3%,3.4%,4.3%,1.0%,-0.5%
CC(C)=CCN1CCN(Cc2cn[nH]c2C2CCCCC2)CC1CCO (stereo unspecified),8.4%,-16.2%,-1.2%,-1.6,633,-6.6%,-4.7%,6.1%,-0.2%,-5.3%
CCOC(=O)c1cnc2c(c(C)nn2CC)c1NC1CC1,6.6%,4.0%,-6.1%,-11.1,689,0.6%,0.5%,-0.2%,2.1%,-3.4%
C/C(=N\O)C(=O)Nc1ccccc1,-6.6%,2.1%,.,-4.9,762,-6.8%,-6.7%,18.1%,.,3.8%
CC(C)(C)C(=O)CN1C(=O)C2(OCCO2)c2ccccc21,-2.3%,13.2%,-7.4%,.,.,-11.6%,4.1%,-2.4%,-0.8%,11.2%
CCC(=O)N1CCc2cc(S(=O)(=O)CCC(=O)NCCC3=CCCCC3)ccc21,4.2%,20.6%,-6.0%,.,.,-8.6%,-1.7%,-5.0%,-0.6%,-4.8%
CN(C(=O)c1ccccn1)c1nnc(-c2ccccn2)s1,-28.4%,-48.4%,-4.1%,.,.,-7.2%,2.0%,-2.4%,-0.1%,-21.5%
O=C1OCC=C1NNC(=O)c1cccnc1,9.5%,10.1%,-6.5%,1.2,684,-1.6%,4.8%,-0.5%,-0.4%,4.4%
CCOc1ccccc1N(CC(=O)N1CCCC1)S(C)(=O)=O,3.5%,11.4%,.,-10.7,737,-4.8%,.,1.4%,.,.

SMILES,AID2073,HEK293 NOD2/NF-kB,XIAP antagonists,Hep lipid drop,Hep lipid drop cells 6.5 µM,LYP inhibition,M1AAP inhibition,SIAH1 antagonists,CSM14.1 death rescue,P. falciparum M17LAP
Cc1nc2ccccc2c2oc(C(=O)N3CCC(N4CCCCC4)CC3)cc12,18.7%,12.1%,-0.1%,-2.7,700,-10.2%,-1.4%,2.7%,.,-0.8%
CCN1CCN(C(c2cccs2)C(C)NC(=O)c2cccc(OC)c2OC)CC1 (stereo unspecified),3.4%,-1.8%,1.4%,3.2,688,3.9%,0.2%,7.0%,-2.9%,5.3%
Cc1nn(-c2ccccc2)c2nc(N)c(C#N)c(-c3ccc(O)c(O)c3)c12,5.8%,24.8%,.,0.3,830,-0.2%,.,1.2%,.,.
CNC(=O)Cn1ncc2c3ccccc3n(C)c2c1=O,11.4%,-3.4%,.,-11.9,769,-7.4%,.,-2.3%,.,.
NS(=O)(=O)c1ccc(NC(=O)CN2CCCN(S(=O)(=O)c3ccc(F)cc3)CC2)cc1,-9.1%,6.1%,-7.4%,-1.5,678,-2.6%,3.6%,0.3%,14.3%,1.8%
Cn1c(CNC(=O)c2ccco2)nnc1SCC(=O)Nc1cccc(Br)c1,18.9%,1.2%,-6.0%,.,.,-10.1%,7.2%,-0.6%,2.8%,7.4%
Cn1cc(/C=N\NC(=O)C2COc3ccccc3O2)c2ccccc21 (stereo unspecified),-2.6%,-6.3%,-5.6%,-2.8,697,1.6%,2.6%,-1.0%,0.2%,8.5%
COc1ccc(NC(=O)COC(=O)/C=C/c2cnc3ccccc3n2)cc1,10.5%,26.9%,-15.8%,20.4,687,2.5%,-3.1%,-3.2%,-0.9%,-1.5%
O=C(NCC1CCCN(Cc2cccc(C(F)(F)F)c2)C1)c1ccc(F)cc1 (stereo unspecified),-9.0%,1.5%,-13.9%,-44.8,628,-7.2%,-2.9%,-7.2%,0.6%,20.2%
O=C(Nc1cccc(C(F)(F)F)c1)c1cccnc1N1CCN(CCO)CC1,-5.5%,-24.2%,-5.1%,-2.5,654,3.8%,4.9%,0.1%,-1.2%,1.7%

SMILES,AID2073,HEK293 NOD2/NF-kB,XIAP antagonists,Hep lipid drop,Hep lipid drop cells 6.5 µM,LYP inhibition,M1AAP inhibition,SIAH1 antagonists,CSM14.1 death rescue,P. falciparum M17LAP
O=C(Nc1cccc(Br)c1)c1cc2ccccc2o1,2.9%,-163.4%,-7.0%,.,.,1.5%,-0.5%,2.5%,-2.3%,11.7%
CC(=NCCc1ccccc1)C1=C(O)COC1=O,3.4%,5.6%,-3.1%,17.9,755,-8.7%,7.0%,-1.3%,-1.1%,3.0%
COc1c(S(=O)(=O)N2CCN(c3ccc(F)cc3)CC2)ccc(Cl)c1Cl,0.1%,16.3%,-7.0%,15.9,813,0.0%,-2.5%,-1.8%,0.6%,-9.8%
CCOc1ccc(S(=O)(=O)N(C)c2ccc(OCC(=O)NCc3cccnc3)cc2)cc1,4.6%,11.4%,-10.3%,-21.3,700,1.8%,5.7%,10.9%,0.0%,4.2%
COc1ccc(OC)c(C(=O)NC2CCSc3ccccc32)c1 (stereo unspecified),5.6%,4.5%,.,-8.5,768,-3.7%,.,2.4%,.,.
O=C(COC(=O)c1ccc([N+](=O)[O-])o1)Nc1cccc2ccccc12,7.8%,9.7%,-3.6%,-1.0,692,-3.1%,2.2%,13.8%,-1.7%,-0.7%
O=C(CN(c1cccc([N+](=O)[O-])c1)S(=O)(=O)c1ccccc1)NCc1cccnc1,-18.5%,12.3%,.,-19.9,739,-9.0%,.,1.1%,.,.
O=C(NC1=NCCS1)c1ccc(Cl)c(S(=O)(=O)N2CCCCC2)c1,-3.8%,3.4%,-0.3%,15.3,810,-4.2%,4.5%,-0.7%,-0.7%,-4.4%
O=C(CN1CCN(c2ccc(F)cc2)CC1)Nc1cccc(C(F)(F)F)c1,9.9%,1.3%,-4.2%,.,.,-0.7%,1.0%,-7.1%,0.5%,-5.5%
CCn1nnnc1-c1ccc(OC)c(S(=O)(=O)Nc2ccc(S(N)(=O)=O)cc2)c1,6.8%,-3.5%,2.7%,-3.3,715,-3.0%,4.0%,8.0%,-1.2%,4.3%

SMILES,AID2073,HEK293 NOD2/NF-kB,XIAP antagonists,Hep lipid drop,Hep lipid drop cells 6.5 µM,LYP inhibition,M1AAP inhibition,SIAH1 antagonists,CSM14.1 death rescue,P. falciparum M17LAP
O=C(COc1ccccc1)NCCc1cn2ccsc2n1,4.2%,3.2%,-1.2%,.,.,-9.0%,1.9%,2.7%,-0.3%,-3.6%
COc1ccccc1CNC(=O)C(Cc1c[nH]c2ccccc12)NC(=O)OCc1ccccc1 (stereo unspecified),6.9%,2.5%,-10.2%,2.3,639,1.2%,2.3%,2.0%,-5.1%,7.9%
CCn1c(COc2ccc(C(C)C)cc2)nnc1SCC(=O)Nc1nccs1,-1.8%,-18.1%,-1.0%,4.5,747,-8.0%,-4.7%,-7.1%,1.3%,5.6%
COc1ccccc1NC(=O)c1ccc2nsnc2c1,8.7%,-11.8%,.,9.1,839,-3.9%,.,4.5%,.,.
CCn1c(SCC(N)=O)nnc1-c1cc2c(C)nn(-c3ccccc3)c2s1,1.2%,15.3%,2.1%,.,.,-6.0%,8.6%,1.5%,1.5%,17.1%
O=C(c1cc(COc2ccc3ncccc3c2)on1)N1CCCC(O)C1 (stereo unspecified),9.6%,9.1%,-6.7%,12.7,672,-4.9%,2.0%,2.3%,1.7%,-1.5%
COc1ccc(-n2ncc(N(C)n3cccc3)c(Cl)c2=O)cc1,3.4%,-76.6%,-8.2%,.,.,-6.3%,4.5%,1.0%,-2.5%,3.2%
Cc1ccc(S(=O)(=O)c2nnn3c2nc(N2CCCCC2)c2ccccc23)cc1,2.1%,-3.9%,3.9%,21.9,604,-7.2%,2.8%,-6.1%,-1.2%,7.2%
COc1ccccc1OCc1ccc(C(=O)Nc2ccncc2)o1,-1.7%,29.0%,-1.9%,-18.7,723,-7.1%,1.5%,0.0%,-0.3%,3.8%
Cc1c(CNC(=O)C2CCC(=O)N(CCc3ccccc3)C2)cnn1C (stereo unspecified),10.5%,-1.1%,.,-4.7,810,-5.4%,.,-1.7%,.,.
CCc1ccc(NC(=O)C2CCN(S(=O)(=O)c3ccc4[nH]c(=O)ccc4c3)CC2)cc1,28.5%,11.3%,.,-5.0,800,-12.9%,.,6.5%,.,.
CC(=O)c1ccccc1C(=O)N(C)C1CCCN(Cc2ccccc2F)C1 (stereo unspecified),5.7%,-18.6%,.,-5.2,852,1.1%,.,0.1%,.,.
CCCC(=O)N=c1sc2cccc(F)c2n1C,-2.9%,0.0%,-3.4%,.,.,-3.1%,5.5%,-1.4%,5.1%,-0.2%
